Screening results: PubChem, The Scripps Research Institute Molecular Screening Center
pPAFAH inh: pPAFAH enzyme inhibitors, primary screen, biochemical, fluorescence polarization, human | Platelet-activating factor acetylhydrolase (Homo sapiens), Q13093 | recombinant pPAFAH, FP-rhodamine probe fluorescence polarization | inhibition, % at 3.39 µM | actives 1.5% (n = 330,000) | AID 463082, 2010;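 active = inhibition above the mean inhibition across the screen plus 3 SD, cut at about 25% in these data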;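 also: inhibitors block binding of the rhodamine activity-based probe so polarization drops; 0% = enzyme with DMSO and 100% = wells lacking pPAFAH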
PAFAH1B2 FP inh: PAFAH1B2 enzyme inhibitors, primary screen, biochemical, fluorescence polarization, human; inhibition, % at 3.39 µM; actives 1.2% (n = 340,000); recombinant PAFAH1B2, FP-rhodamine activity probe;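 active = inhibition above the mean of all tested compounds plus 3 SD, cut at about 24% in these data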;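 also: 0% = enzyme with DMSO and 100% = wells lacking PAFAH1B2; many of its hits are not listed in these tables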
Target sequence (P68402 whole entry, looked up): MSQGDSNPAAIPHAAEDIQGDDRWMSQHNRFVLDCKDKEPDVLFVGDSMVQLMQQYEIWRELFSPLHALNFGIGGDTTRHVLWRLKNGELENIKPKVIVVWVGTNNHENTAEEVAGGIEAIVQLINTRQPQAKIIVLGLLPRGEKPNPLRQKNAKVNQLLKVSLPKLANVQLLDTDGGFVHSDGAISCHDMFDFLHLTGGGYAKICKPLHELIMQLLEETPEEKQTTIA
PAD4 FP inh: human PAD4 inhibitors, primary screen, biochemical, fluorescence polarization, 1536-well format; AID 485272, 2010; actives 0.41% (n = 330,000); Protein-arginine deiminase type-4 (Homo sapiens), Q9UM07; recombinant PAD4, RCA probe fluorescence polarization; inhibition, % at 6.36 µM;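 active = percent inhibition above a cutoff equal to the mean of all tested compounds plus 3 SD, cut at about 15% in these data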;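 also: 0% = PAD4 with RCA probe and DMSO and 100% = probe without PAD4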
PAFAH2 FP inh: PAFAH2 enzyme inhibitors, primary screen, biochemical, fluorescence polarization, human; Platelet-activating factor acetylhydrolase 2, cytoplasmic (Homo sapiens), Q99487; recombinant PAFAH2, FP-rhodamine activity probe; inhibition, % at 3.39 µM; actives 0.99% (n = 340,000); AID 492956, 2010;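 active = inhibition above the mean over all tested compounds plus 3 SD, cut at about 30% in these data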;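 also: inhibitors block probe labeling of enzyme so polarization drops; 0% = enzyme with DMSO and 100% = wells lacking PAFAH2 protein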
Fam108B inh: mouse Fam108B serine hydrolase inhibitors, primary screen, counter-screen for RBBP9 inhibitor project, biochemical, fluorescence polarization; recombinant Fam108B, FP-Rh probe fluorescence polarization; inhibition, % at 9.51 µM; actives 0.33% (n = 300,000); AID 1947, 2009;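 active = inhibition above the screen mean inhibition plus 3 SD, computed separately per campaign, cut at about 18% in these data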;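 also: inhibitors lower polarization as less probe binds the enzyme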
PME-1 inh: PME-1 inhibitors via competitive probe labeling, primary screen, biochemical, fluorescence polarization, FP-Rh probe, HTS; recombinant PME-1; inhibition, % at 5.9 µM; actives 0.53% (n = 320,000); AID 2130, 2009;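 active = inhibition above the campaign mean of all compounds plus 3 SD, cut at about 26% in these data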;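 also: competitive labeling of PME-1 active site by serine hydrolase directed probe; 0% = PME-1 with DMSO and 100% = wells lacking PME-1 enzyme; inhibitors block probe labeling so polarization falls and inhibition rises; many of its hits are not listed in these tables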
Target sequence (Q9Y570 whole entry, looked up): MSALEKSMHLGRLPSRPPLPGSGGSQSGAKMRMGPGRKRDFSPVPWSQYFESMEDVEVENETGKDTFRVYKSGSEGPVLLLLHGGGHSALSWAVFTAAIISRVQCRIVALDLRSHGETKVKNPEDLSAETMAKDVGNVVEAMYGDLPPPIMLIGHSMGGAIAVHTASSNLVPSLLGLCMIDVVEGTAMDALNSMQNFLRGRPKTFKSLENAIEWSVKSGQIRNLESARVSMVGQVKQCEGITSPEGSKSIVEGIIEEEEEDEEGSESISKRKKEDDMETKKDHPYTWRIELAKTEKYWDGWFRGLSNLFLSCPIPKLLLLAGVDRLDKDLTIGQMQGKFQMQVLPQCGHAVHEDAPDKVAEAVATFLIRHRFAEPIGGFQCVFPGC
PAFAH1B3 FP inh: PAFAH1B3 enzyme inhibitors, primary screen, biochemical, fluorescence polarization, human | Platelet-activating factor acetylhydrolase IB subunit alpha1 (Homo sapiens), Q15102 | recombinant PAFAH1B3, FP-rhodamine probe | inhibition, % at 3.39 µM | actives 0.28% (n = 340,000) | AID 492972, 2010;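 active = inhibition above the screen-wide average of all tested compounds plus 3 SD, cut at about 25% in these data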;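 also: 0% = enzyme with DMSO only and 100% = wells lacking PAFAH1B3 protein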
GSTO1 counter: inhibitors of recombinant GSTO1, primary screen, counter-screen for RBBP9 inhibitor project, biochemical, fluorescence polarization; Glutathione S-transferase omega-1 (Homo sapiens), P78417; activity-based probe fluorescence polarization; inhibition, % at 5.96 µM; actives 1.1% (n = 300,000); AID 1974, 2009;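 active = inhibition above the campaign mean inhibition plus 3 SD, cut at about 35% in these data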;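 also: 0% = GSTO1-1 with DMSO and 100% = wells lacking GSTO1-1 enzyme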
LYPLA1 inh: LYPLA1 inhibitors, primary screen, counter-screen for PME1 inhibitor project, biochemical, fluorescence polarization, FP-Rh probe ABPP | actives 0.16% (n = 320,000) | inhibition, % at 5.9 µM | AID 2174, 2009 | recombinant LYPLA1;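 active = inhibition above the mean of all tested compounds plus 3 SD, set per campaign, cut at about 14% in these data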;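 also: inhibitors block serine hydrolase probe labeling of LYPLA1 so polarization falls; 0% = enzyme with DMSO and 100% = wells lacking LYPLA1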
Target sequence (O75608 whole entry, looked up): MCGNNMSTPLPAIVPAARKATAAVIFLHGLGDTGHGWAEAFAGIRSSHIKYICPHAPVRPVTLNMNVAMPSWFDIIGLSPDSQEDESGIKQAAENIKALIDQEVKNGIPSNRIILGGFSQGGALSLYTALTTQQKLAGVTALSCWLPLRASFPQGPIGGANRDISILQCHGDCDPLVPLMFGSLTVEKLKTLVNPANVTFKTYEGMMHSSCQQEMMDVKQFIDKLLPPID
* marks the source's active call; other numbers are inactive results; / = no result given. Only part of the results is shown; rates above refer to the full screens.

compound,pPAFAH inh,PAFAH1B2 FP inh,PAD4 FP inh,PAFAH2 FP inh,Fam108B inh,PME-1 inh,PAFAH1B3 FP inh,GSTO1 counter,LYPLA1 inh
COC(=O)c1cnn(-c2nc(-c3ccccc3)cs2)c1N,3,0,2,-7,-1,5,7,-1,-4
CCOC(=O)c1c(C)[nH]c(C(=O)NCc2ccccn2)c1C,2,-3,-1,-3,-3,5,3,-9,-1
CCN(C[C@H]1N[C@@](Cc2ccccc2)(C(=O)OC)[C@H]2C(=O)N(C)C(=O)[C@@H]12)S(=O)(=O)c1ccc(C(F)(F)F)cc1,-1,4,3,10,/,/,7,/,/
O=C(Nc1nnc(-c2ccco2)o1)c1cccc2ccccc12,4,-1,-2,8,-2,-2,7,-87,6
CC(=O)N(Cc1cc(=O)[nH]c2ccccc12)c1ccc(C)cc1C,4,1,5,4,-1,2,2,-13,-3
CC(C)(C)C(=O)COC(=O)c1ccc2c(c1)C(=O)N(Cc1ccco1)C2=O,1,0,0,-2,1,-1,17,2,-4
CCOC(=O)CC1C(=O)NCCN1S(=O)(=O)c1ccc(OC)cc1 (centres undefined),1,1,0,11,-2,2,11,0,-2
O=C(CN(Cc1ccccc1)C(=O)CSc1nnc(COc2ccccc2)o1)NC1CCCC1,5,4,3,6,0,0,0,-1,-1
CC(/C=N/NC(=O)c1cccs1)=C\c1ccccc1,3,3,0,3,-1,-2,11,-14,-1
O=C(CSc1nc(C2CC2)nc2ccccc12)Nc1ccccc1N1CCOCC1,3,-1,11,2,1,0,11,-31,0
COCCOC(=O)C1=C(C)N=C2SCCC(=O)N2C1c1ccc(C(=O)OC)cc1 (centres undefined),4,3,-1,-2,-3,0,11,0,5
Cc1ccccc1C(=O)Nc1ccc(N2CCCC2)cc1,13,6,2,4,-3,4,17,19,-4
CCOC(=O)CSCC(=O)Nc1ccc(S(=O)(=O)N2CCCCC2)cc1,6,4,0,-3,-2,0,-1,-2,-1
CCOc1ccc(CN2CCNC(=O)C2CC(=O)NC2CCCCCC2)cc1 (centres undefined),1,5,5,6,-4,1,3,-4,0
CC(C)CNS(=O)(=O)c1ccc(CCC(=O)NCc2cccnc2)cc1,4,2,1,-10,-2,2,-6,-1,-3
O=C(Nc1ccc(Oc2ccccc2)cc1)c1ccc(Cn2c(=O)[nH]c3ccsc3c2=O)cc1,-11,6,-6,-17,-22,-27,-11,-2,-12
O=C1c2ccccc2C(=O)N1c1ncccn1,-1,-3,5,-9,4,0,-1,9,2
COc1ccc(C(=O)NCc2nnc(SC)n2C2CCCCC2)cc1,1,1,-2,0,1,-2,3,1,0
CCOc1cccc(C(=O)Nc2ccc3[nH]ncc3c2)c1,1,4,-4,5,0,-1,10,2,-2
CCn1c(CNc2ccc(OC)cc2)nnc1SCC(=O)N1CCCc2ccccc21,0,3,-4,1,2,-3,7,2,1
CSC1=C(C#N)C(CC(C)C)C(C(C)=O)=C(C)N1 (centres undefined),-1,10,0,-5,3,-2,5,-2,0
O=C(CN1CCN(c2ccccc2F)CC1)c1c[nH]c2ccc(F)cc12,-2,-4,-3,-6,7,-8,0,0,0
CC1(C)CC(NC(=O)Cc2ccccc2)CC(C)(C)N1,1,3,-4,-3,1,-4,9,4,0
CC(=O)OC(C(=O)Nc1nccs1)c1ccccc1 (centres undefined),1,2,-3,1,5,1,4,7,-1
Cc1cccc(COc2ccccc2C(=O)N(C)CC(=O)Nc2cccc(F)c2)c1,12,4,4,0,/,2,0,/,-5
COc1ccc(C(CC(=O)O)NC(=O)C(c2ccccc2)c2ccccc2)cc1 (centres undefined),2,5,3,9,-4,0,5,6,-3
Cc1nn(-c2ccccc2)c(C)c1-c1ccccc1O,8,6,-1,3,-2,-3,1,2,-2
COC(=O)Cn1c(CN2CCc3ccccc3C2)nc2c1c(=O)n(C)c(=O)n2C,-2,4,-1,-14,8,2,11,0,3
O=C(Cc1cccs1)NCc1ccc(Cl)cc1,8,2,-1,2,-1,-4,-7,10,-3
Fc1cccc(Cc2noc(CN3CCC(c4ccncc4)CC3)n2)c1,5,-1,-7,0,0,2,13,5,0
CCOC(=O)c1ccc(NC(=S)N(CCCN2CCCCCC2)Cc2ccco2)cc1,0,-1,-1,-4,-6,-12,0,3,-3
O=C(Cn1[nH]c(=O)c2ccccc2c1=O)Nc1cccnc1,0,3,4,0,-3,-8,1,-4,-2
O=C(NCc1ccccc1)C1=C[C@H](C2CC2)C[C@H](OCCCCO)O1,4,2,3,1,1,3,10,-1,-1
Cc1ccccc1Cn1c(=O)n(-c2ccccc2)c(=O)c2ccc(C(=O)NCc3ccco3)cc21,6,2,-2,6,0,-2,5,-1,2
Fc1cccc(Cc2noc(CN3CCCCC3c3ccccn3)n2)c1 (centres undefined),-5,-5,-3,0,-4,-2,5,8,-2
O=C(CN(Cc1ccccc1)C(=O)CCC(=O)Nc1nccs1)NCc1ccco1,-6,-9,-2,-2,-2,1,8,2,0
CCOC(=O)c1nc(C)nc(Sc2n[nH]c(-c3cc(Cl)cc(Cl)c3)n2)c1C,1,8,3,6,-2,1,3,-88,-1
COc1ccc(Nc2nc(C)cc(C)c2C#N)c(OC)c1,8,3,3,-1,-2,-4,8,-1,-1
Cc1ccc(N(C(=O)c2csnn2)C(C(=O)NC(C)(C)C)c2cccs2)cc1 (centres undefined),6,3,1,-2,-4,-5,10,9,2
COc1ccc(CCn2c(NN=C3CCCCC3)nc3c2c(=O)[nH]c(=O)n3C)cc1,12,5,3,4,4,9,5,34,-2
O=[N+]([O-])c1ccc(/C=N/n2c(C3CCCCC3)n[nH]c2=S)cc1,-2,0,5,9,4,8,1,-1,-3
COc1ccc(NC(=S)N(C)CC2COc3ccccc3O2)cc1 (centres undefined),6,3,2,-4,-11,-2,12,10,3
Cc1n[nH]c(C)c1CCOc1ccc(C(C)C)cc1,6,-6,1,-2,4,-3,0,2,1
Cc1ccc(N2C(=O)CC(Sc3ccccc3C(=O)O)C2=O)cc1C (centres undefined),-1,5,10,3,2,-2,0,7,2
O=C(NCc1ccncc1)C1CCCN(S(=O)(=O)Cc2ccccc2)C1 (centres undefined),3,3,5,0,1,4,4,2,3
Cc1cc(Cl)c(S(=O)(=O)NC2CCCCC2)cc1OCC(=O)Nc1nncs1,4,13,1,-4,-2,-2,7,10,4
S=C(NCCCN1CCOCC1)Nc1ccc(N2CCOCC2)cc1,6,10,-5,42*,2,2,12,4,-5
COc1ccc(-c2nc(Cc3ccc(Cl)cc3)no2)cc1OC,2,-4,-3,-3,-4,-2,3,1,-1
Fc1ccccc1CNC(=S)NCc1ccc(Cl)cc1,4,9,1,-4,-2,2,2,9,-8
CCOC(=O)c1ccccc1NC(=O)C1CSC2(C)CCC(=O)N12 (centres undefined),1,2,-1,0,-6,3,4,1,3
c1ccc(-n2nnnc2-n2cnc3ccccc32)cc1,2,-4,-3,-5,1,1,9,7,3
CC1Oc2ccccc2N(CC(=O)Nc2ccc3c(c2)OCCO3)C1=O (centres undefined),4,3,-4,0,2,2,1,6,-3
O=C(CSc1n[nH]c(-c2ccc(Cl)cc2Cl)n1)Nc1ccccn1,0,6,0,8,2,-2,2,14,-3
NS(=O)(=O)c1cc(C(=O)OCC(=O)N2CCOCC2)ccc1Cl,1,-2,-1,11,-2,-1,4,1,-1
O=c1[nH]c2cc(Cl)c([N+](=O)[O-])nc2[nH]1,0,3,-4,-1,-2,0,9,-22,4
COCCN(C(=O)c1ccccc1F)c1c(N)n(Cc2ccccc2)c(=O)[nH]c1=O,3,-2,2,5,-1,-5,1,10,3

Continuation:
compound,pPAFAH inh,PAFAH1B2 FP inh,PAD4 FP inh,PAFAH2 FP inh,Fam108B inh,PME-1 inh,PAFAH1B3 FP inh,GSTO1 counter,LYPLA1 inh
Cc1nnnn1-c1cccc(C(=O)O)c1,0,-3,-1,-2,5,-9,12,-2,2
O=C(c1cc(S(=O)(=O)N2CCC3(CC2)OCCO3)ccc1F)N1CCCCC1,-2,8,3,9,6,3,2,5,6
COc1ccccc1NC(=O)C1=C(C)NC(SCC(=O)Nc2ccc(C(=O)O)cc2)=C(C#N)C1c1cccs1 (centres undefined),3,-1,1,7,-4,3,0,-14,1
O=C(Nc1nnc(C(F)(F)F)s1)c1ccc(N2C(=O)C3C4C=CC(C4)C3C2=O)cc1 (centres undefined),12,3,-2,2,0,-3,-1,-42,-1
CC(C)(C)c1cc(C(=O)NCc2ccccc2)ccn1,3,3,-2,-7,0,-3,-3,-5,-1
COc1ccc(NC(=O)c2sc(NC(=O)COc3ccccc3)nc2C)cc1,-5,1,-2,5,6,-7,7,3,-5
Cn1c(=O)c2c(nc(N3CCCCCC3)n2CC(=O)c2ccc(Br)cc2)n(C)c1=O,1,1,4,10,-2,4,9,13,0
COc1ccc(C2CC(c3ccccc3)n3nc(NC(=O)c4cccs4)nc3N2)cc1 (centres undefined),3,-2,3,-2,-4,-10,5,5,0
Cc1cc(C(C)(C)C)cc(C)c1COC(=O)CN1C(=O)NC2(CCCC2)C1=O,0,1,1,2,/,-6,-3,/,0
O=C(CSc1nc(O)cc(=O)n1-c1ccccc1)Nc1ccccn1,13,-3,3,1,-3,-5,0,1,-3
CCCNC(=O)COc1nc2ccccc2nc1N1CCOCC1,2,-4,-1,-9,2,-3,-4,3,-3
NC(=O)NC(=O)C(c1ccccc1)N1CCN(S(=O)(=O)c2ccc(Br)s2)CC1 (centres undefined),-9,16,0,3,/,0,4,/,-2
CCOc1ccc(C(=O)NCC(=O)OCC(=O)Nc2ccccc2OC)cc1,-2,5,8,0,1,-3,1,10,2
CC(O)CN=c1cc(-c2ccccc2)oc2ccc(Cl)cc12 (centres undefined),8,-11,2,-3,2,-1,8,8,4
C=C(C)CSCc1nc2ccccc2[nH]1,4,2,-2,-2,0,-18,4,3,-3
CCOC(=O)N1CCN(C(=O)CCc2c(C)nc3c(c(C)nn3-c3ccc(C)c(C)c3)c2C)CC1,2,7,-8,3,-3,-3,1,0,0
O/N=C(/c1ccc(F)cc1)C1CC1c1c(F)cccc1Cl (centres undefined),20,6,-2,-2,1,-5,5,-1,0
COc1ccc(NC(=O)C(C/C=C(/C)Cl)C(C)=O)cc1 (centres undefined),3,5,0,3,2,-2,7,3,-1
